Screens from PubChem BioAssay.
HTRA1 inh: blocks human HTRA1 serine peptidase; Q92743; recombinant HTRA1, FP-rhodamine activity-based probe, fluorescence polarization; inhibition, % at 5.96 µM; 0.5% of 340,000 active; AID 504803; in the data active = inhibition above about 36%;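 note: 0% = enzyme with DMSO and 100% = wells lacking enzyme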
UHRF1 binding: human UHRF1 methylated DNA binding inhibitors; UHRF1 binding to methylated oligo, TR-FRET; Q96T88; AID 687016; 0.75% of 370,000 active; inhibition, % at 4.4 µM; in the data active = inhibition above about 21%;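 note: UHRF1 SRA domain binding a hemimethylated CpG hairpin DNA probe; 0% = median of test compound wells and 100% = reference inhibitor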
PRMT1 FP inh: blocks human protein arginine methyltransferase 1; AID 652257; inhibition, % at 2.79 µM; recombinant PRMT1, activity-based probe fluorescence polarization; Q99873; 1.3% of 370,000 active;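 active = inhibition above about 21% made by adding two undisclosed values, limit read from the data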
SIAE inh: blocks human sialic acid acetylesterase; Q9HAT2; SIAE FP-Rh probe binding, fluorescence polarization; AID 1053197; inhibition, % at 9.66 µM; 0.69% of 370,000 active;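 active = inhibition above a cutoff: mean of compounds within the control limits plus 3 SD of those, cut at about 17% in these data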;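 note: 0% = plate median of compound wells and 100% = probe without SIAE protein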
Target sequence (Q9HAT2 whole entry, looked up): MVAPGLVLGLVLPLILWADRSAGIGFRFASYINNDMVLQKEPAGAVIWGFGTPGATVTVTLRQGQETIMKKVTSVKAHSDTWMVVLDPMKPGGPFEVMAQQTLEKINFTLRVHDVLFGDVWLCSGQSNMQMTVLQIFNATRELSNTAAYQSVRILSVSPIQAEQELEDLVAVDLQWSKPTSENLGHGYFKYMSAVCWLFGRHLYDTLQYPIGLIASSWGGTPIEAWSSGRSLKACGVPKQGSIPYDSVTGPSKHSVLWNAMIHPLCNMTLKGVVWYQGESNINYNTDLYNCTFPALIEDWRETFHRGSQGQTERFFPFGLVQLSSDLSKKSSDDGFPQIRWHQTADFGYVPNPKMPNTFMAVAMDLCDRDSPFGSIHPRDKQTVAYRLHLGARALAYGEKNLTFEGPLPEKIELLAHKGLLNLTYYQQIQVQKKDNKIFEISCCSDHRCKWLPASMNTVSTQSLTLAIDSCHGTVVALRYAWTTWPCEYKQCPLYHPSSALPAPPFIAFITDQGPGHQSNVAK
TDP2 absorb: blocks human TDP2 phosphodiesterase activity. recombinant TDP2, T5PNP hydrolysis, p-nitrophenol absorbance 415 nm. inhibition, % at 12.8 µM. 0.34% of 370,000 active;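 active = inhibition above the mean of all tested compounds plus 3 SD, set per campaign, cut at about 25% in these data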;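 note: 0% = DMSO with enzyme and 100% = buffer with substrate but no TDP2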
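Material: recombinant human TDP2; quantity: TDP2 enzyme at 120 nM final; medium: Tris-HCl pH 7.5 with MgCl2; compound: single concentration, 12.8 µM nominal, with 1% DMSO; incubation: 2 h enzyme incubation at 37 °C; signal: epi absorbance; measure: percent inhibition; benchmarks: high control without enzyme, low control DMSO plus TDP2; repeats: singlicate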
ABHD4 inh: inhibits mouse alpha/beta hydrolase domain 4; purified mABHD4, FP-Rh probe fluorescence polarization; Q8VD66; inhibition, % at 8.92 µM; AID 720543; 0.54% of 370,000 active;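 active = inhibition exceeding the mean over every tested compound plus 3 SD, cut at about 30% in these data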;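 note: 0% = plate median of compound wells and 100% = S159A mutant with DMSO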
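Assay system: mouse ABHD4 enzyme, wild type / Also added: fluorescent activity-based probe FP-Rh / Doses: single nominal dose of 8.92 µM, 0.89% DMSO final / Timing: 45 min compound pre-incubation plus 60 min probe step, 25 °C / Signal: FP readout, ex 525 nm / em 598 nm / Control set: S159A mutant/DMSO as 100%, compound-well median as 0%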
LEDGF integ inh: blocks HIV-1 LEDGF/p75-dependent DNA integration; TR-FRET IN-LEDGF/p75 DNA integration, Eu/Cy5; inhibition, % at 3.7 µM; 0.64% of 370,000 active;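 active = inhibition above the screen-wide mean plus 3 SD, cut at about 13% in these data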;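 note: signal is the Cy5 over europium emission ratio at 671 and 618 nm; 0% = plate median of compound wells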
Tn7 DDE FP: inhibitors of Tn7 peptide binding to human fibrin DD(E). P02675. inhibition, % at 8.3 µM. FP displacement of FITC-Tn7 peptide from fibrin DD(E); 0% = median of compound wells per plate. 0.13% of 370,000 active;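 active = inhibition above the mean of compounds falling within the control limits plus 3 SD of them, cut at about 14% in these data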;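 note: 0% = plate median of compound wells and 100% = 10 µM Aha-Tn7 peptide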
Target sequence (P02675 whole entry, looked up): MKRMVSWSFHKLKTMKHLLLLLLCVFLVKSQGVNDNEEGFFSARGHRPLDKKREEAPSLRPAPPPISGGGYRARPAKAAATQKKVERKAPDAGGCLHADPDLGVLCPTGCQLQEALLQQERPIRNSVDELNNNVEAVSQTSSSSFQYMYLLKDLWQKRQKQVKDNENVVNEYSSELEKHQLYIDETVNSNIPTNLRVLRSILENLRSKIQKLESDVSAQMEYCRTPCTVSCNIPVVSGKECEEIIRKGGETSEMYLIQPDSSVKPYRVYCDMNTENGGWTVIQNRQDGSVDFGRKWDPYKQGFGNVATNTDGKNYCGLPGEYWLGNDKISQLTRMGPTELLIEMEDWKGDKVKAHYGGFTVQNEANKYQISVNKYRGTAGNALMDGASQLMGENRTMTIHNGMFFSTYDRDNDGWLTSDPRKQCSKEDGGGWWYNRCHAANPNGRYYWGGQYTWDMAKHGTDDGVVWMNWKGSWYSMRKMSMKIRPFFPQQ
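Assay system: Human clot-derived fibrin DD(E) complex | Buffer or medium: Tris/NaCl/CaCl2 buffer, pH 7.8 | Repeats: One replicate per compound | Benchmarks: Aha-Tn7 high control | Measure: % inhibition scaled between sample-field median and high-control FP | Schedule: 10 min plus 3 h, room temperature | Signal: Fluorescence polarization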
TCR-CD3 inh: inhibitors of human TCR-CD3 interaction; TAMRA-labeled TCR probe fluorescence, biochemical; inhibition, % at 9.4 µM; 0.37% of 360,000 active; in the data active = inhibition above about 19%;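 note: recombinant mutant TCR 2C K166C tagged with TAMRA read by polarization; 0% = receptor in buffer alone and 100% = receptor with positive control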
PG9 Ab binder: PG9 antibody binding by small molecule. inhibition, % at 6.7 µM. 0.43% of 360,000 active. TR-FRET gp120-PG9 antibody binding; in the data active = inhibition above about 8.5%
* marks the source's active call; other numbers are inactive results; . = no result given; & = joins results of further samples.

compound	HTRA1 inh	UHRF1 binding	PRMT1 FP inh	SIAE inh	TDP2 absorb	ABHD4 inh	LEDGF integ inh	Tn7 DDE FP	TCR-CD3 inh	PG9 Ab binder
CC(C)=CCc1cc([C@@H]2COc3c(ccc4c3C=CC(C)(C)O4)C2)c(O)cc1O	10	1	-2	3	-5	-22	5	3	-4	1.9
CC(C)NC(=S)NN=C1CCCCCCCCCCC1	-1	-1	-3	5	8	1	4	1	1	-1.2
CC1(C(=O)NCc2ccccc2)CSCC(=O)N1Cc1cccc(C(F)(F)F)c1 (centres undefined)	.	-3	0	5	-2	6	2	-5	3	0.3
CCOC(=O)c1c(C)n(C)c2cc(-c3ccc(F)cc3)c(O)cc12	0	-2	-2	11	7	3	2	2	-3	-0.5
NC(=O)c1ccc(NC(=O)COC(=O)C2CC3C=CC2C3)cc1 (centres undefined)	-1	-2	3	-4	4	5	-2	2	-2	-0.8
CCCc1cc(=O)[nH]c(SCC(=O)N2N=C(c3ccc(Cl)cc3)CC2c2ccco2)n1 (centres undefined)	-9	5	11	-1	-5	5	-2	-2	-6	-0.3
CCCNC(=O)C1(C)CCN1C(=O)c1ccc(C(C)(C)C)cc1 (centres undefined)	.	-1	-1	3	4	7	-2	10	7	-0.2
O=C(O)CCN(Cc1ccccc1)S(=O)(=O)c1c(Cl)cccc1Cl	-5	0	4	3	15	1	-3	6	-3	0.6
C#CC(C)(CC)NC(=O)Cn1nnc(-c2ccc(S(C)(=O)=O)cc2)n1 (centres undefined)	0	1	2	-6	1	4	-3	4	1	-0.2
CC(Nc1cc(=O)n(C)c(=O)n1C)c1ccccc1 (centres undefined)	3	0	0	-2	12	3	-2	3	3	-1.4
CN(CCc1ccccc1)C(c1cc2ccccc2o1)c1nnnn1C(C)(C)C (centres undefined)	.	-1	-1	0	0	-7	-4	3	2	-0.6
COc1ccc(-n2nc3c(N)n[nH]c3cc2=O)cc1	14	-7	1	3	-10	-3	7	-4	8	-8.4
COc1ccc(CCNC(=O)C/C(C)=N/NC(=O)c2ccc([N+](=O)[O-])cc2Cl)cc1OC	-1	-3	-1	17*	12	-4	-2	4	-8	-1.3
Cc1ccc(C2CCC3(CCC(=O)N3CCOC(=O)Nc3ccc(Br)cc3)CC2)cc1 (centres undefined)	.	-1&3	-1&2	4&-1	3&13	-1&1	-3&-4	1&0	.	.
CCCc1cc(=O)[nH]c(SC(C)C(=O)N2c3ccccc3CC2C)n1 (centres undefined)	0	-1	0	3	3	5	-3	-5	-2	-1.1
Cc1cccc(CN2CCCC(C(=O)Nc3ccccc3Oc3cccnc3)C2)c1 (centres undefined)	-3	-3	-1	-2	5	3	-1	-3	-4	1.0
COC(=O)c1ccc(OCCN2C3=NCCN3c3ccccc32)cc1	2	1	0	-3	3	1	1	2	-6	0.5
CN(C)CCN(CC1CCCN(Cc2ccccc2F)C1)C(=O)c1ccc(Cl)cc1 (centres undefined)	1	2	-1	6	-19	-2	0	1	4	-1.2
CC(=O)N(C)c1ccc(N=Nc2ccc3ncccc3c2)cc1	14	-12	-2	0	-4	-4	7	-2	-2	-5.7
S=c1nc(C2CCCCC2)[nH]c2ccccc12	-9	-2	5	1	-4	4	-5	-4	2	8.2
Cc1c(C(=O)OCC(=O)N2CC(C)CC(C)C2)oc2ccccc12 (centres undefined)	-2	2	-4	-8	-13	-10	4	-2	-10	1.4
CC1CCCCN1C(=O)CSc1nnc(-c2cccnc2)n1C1CCCCC1 (centres undefined)	5	3	0	1	8	4	0	6	-8	1.0
O=C(CN(C(=O)CCC(=O)Nc1ccccn1)c1ccc(F)cc1)NCc1ccc(F)cc1	3	-2	-2	2	-4	-1	1	-1	6	-1.0
Cc1ccccc1C(=O)N(C)[C@H]1C[C@H]2c3[nH]c4c(-c5ccccc5)cccc4c3CCN2C(=O)[C@H]1[C@H](C)O	.	-1	-3	-4	-10	-11	6	2	-4	0.6
O=C(NN=Cc1ccccc1O)C(=O)Nc1ccc(F)cc1	.	1	-2	-2	-3	12	-2	-4	2	1.6
N#Cc1c(NC(=O)c2cc([N+](=O)[O-])ccc2N2CCOCC2)sc2c1CCCC2	3	3	7	0	-1	8	-6	9	-11	-1.0
COc1ccccc1-c1c(C)nn2c(N3CCN(Cc4ccccc4)CC3)cc(C)nc12	-2	1	-4	2	-8	2	6	-8	5	1.1
COc1ccc(-c2oc3ccccc3c2C#Cc2cncn2C)cc1	-29	0	0	-16	-7	5	-1	3	3	-1.6
CC1(c2nnnn2-c2ccc3c(c2)OCCO3)CCC(=O)N1CC(F)(F)F (centres undefined)	.	-2	-1	4	-5	-1	1	-7	-3	-1.5
Cc1cc(NC(=O)C(C)SCC(=O)O)no1 (centres undefined)	1	-1	2	0	0	2	-2	4	4	-1.0
O=C(/C=C/Nc1ccccc1C(F)(F)F)c1ccco1	-4	1	-4	-3	-1	-5	3	1	3	-0.8
COc1ccccc1C(=O)Nc1nc(C)cc(C)n1	.	1	0	2	25*	3	-3	-1	5	0.8
CN(C(=S)Nc1ccccc1)c1ccccc1	-1	-2	-2	2	6	8	3	-6	5	-0.7
CCOC(=O)C1CCN(C(=O)COc2ccc(Cl)cc2C)CC1	0	-4	1	0	14	4	-2	4	2	1.1
C=CCn1c(O)c(C2=c3ccccc3=NC2=O)s/c1=N/c1nccs1	12	-1	2	14	4	19	-2	6	-3	-2.5
COc1ccc(-c2ccc(CN3C(C)C(=O)N(Cc4cn(CCC5OCCO5)nn4)CCS3(=O)=O)cc2)cc1 (centres undefined)	14	-1	2	-1	1	12	4	4	-1	-0.4
Cc1ccc(N2CC(C(=O)Nc3ccccc3N3CCCC3)CC2=O)cc1 (centres undefined)	3	-3	0	2	-11	3	3	-8	2	-4.8
CC(C)(CO)Nc1nc(Cl)nc(NC2CCCCC2)n1	-14	1	-3	12	-6	2	0	-2	0	-0.7
Nc1ccccc1Nc1cc(-c2ccccc2)[nH]n1	28	-5	-2	9	0	6	0	-3	6	-5.2
Cc1ccc(NC(=O)CN(C)C(=O)CNC(=O)c2ccc3c(c2)OCO3)cc1	2	-2	1	4	-2	2	-3	3	1	-1.9
COC(=O)c1ccc(C2C(C(C)=O)=C(C)Nc3ncnn32)cc1 (centres undefined)	0	1	5	0	3	3	-4	2	-8	0.8
Cc1ccc(N2C(N)=C(C#N)C(c3cccs3)C3=C2CC(C)(C)CC3=O)cc1 (centres undefined)	-13	3	3	-2	15	-7	-3	-3	-14	0.4
CCOc1ccc(C(Nc2ccc(C)cc2)P2(=O)OCCC(C)O2)cc1 (centres undefined)	-4	-1	2	2	1	6	1	3	9	1.0
COc1ccc(OCC(=O)N2CCN(C(=O)COc3ccc(Br)cc3)CC2)cc1	1	-5	-3	6	3	-2	3	-9	1	-1.6
COCCNC(=O)[C@@H]1CCCN1C(=O)C1CCN(S(=O)(=O)c2ccc(C)cc2)CC1	4	1	-1	8	12	2	-1	9	-3	-0.1
CCOC(=O)c1nnc(-c2ccccc2)o1	4	0	1	3	-1	1	4	0	5	1.4
CCN(CC)c1ccc(C=Nc2cccnc2Cl)c(O)c1	-3	-9	16	-1	6	11	5	4	10	-2.9
CCSc1nc2n(n1)C(c1cccc(F)c1)C1=C(CCCC1=O)N2 (centres undefined)	1	4	0	-2	8	0	-1	-2	8	-0.1

Pulled one by one from the list above, 2 records:
compound	HTRA1 inh	UHRF1 binding	PRMT1 FP inh	SIAE inh	TDP2 absorb	ABHD4 inh	LEDGF integ inh	Tn7 DDE FP	TCR-CD3 inh	PG9 Ab binder
CN(C(=S)Nc1ccccc1)c1ccccc1	-1	-2	-2	2	6	8	3	-6	5	-0.7
COc1ccc(-c2ccc(CN3C(C)C(=O)N(Cc4cn(CCC5OCCO5)nn4)CCS3(=O)=O)cc2)cc1 (centres undefined)	14	-1	2	-1	1	12	4	4	-1	-0.4

Exported with two lines to a compound: 11 of the compounds above
The line under a structure holds: HTRA1 inh, UHRF1 binding, PRMT1 FP inh, SIAE inh, TDP2 absorb, ABHD4 inh, LEDGF integ inh, Tn7 DDE FP, TCR-CD3 inh, PG9 Ab binder
- O=C(/C=C/Nc1ccccc1C(F)(F)F)c1ccco1
  -4, 1, -4, -3, -1, -5, 3, 1, 3, -0.8
- COc1ccccc1C(=O)Nc1nc(C)cc(C)n1
  ., 1, 0, 2, 25*, 3, -3, -1, 5, 0.8
- CN(C(=S)Nc1ccccc1)c1ccccc1
  -1, -2, -2, 2, 6, 8, 3, -6, 5, -0.7
- CCOC(=O)C1CCN(C(=O)COc2ccc(Cl)cc2C)CC1
  0, -4, 1, 0, 14, 4, -2, 4, 2, 1.1
- C=CCn1c(O)c(C2=c3ccccc3=NC2=O)s/c1=N/c1nccs1
  12, -1, 2, 14, 4, 19, -2, 6, -3, -2.5
- COc1ccc(-c2ccc(CN3C(C)C(=O)N(Cc4cn(CCC5OCCO5)nn4)CCS3(=O)=O)cc2)cc1 (centres undefined)
  14, -1, 2, -1, 1, 12, 4, 4, -1, -0.4
- Cc1ccc(N2CC(C(=O)Nc3ccccc3N3CCCC3)CC2=O)cc1 (centres undefined)
  3, -3, 0, 2, -11, 3, 3, -8, 2, -4.8
- CC(C)(CO)Nc1nc(Cl)nc(NC2CCCCC2)n1
  -14, 1, -3, 12, -6, 2, 0, -2, 0, -0.7
- Nc1ccccc1Nc1cc(-c2ccccc2)[nH]n1
  28, -5, -2, 9, 0, 6, 0, -3, 6, -5.2
- Cc1ccc(NC(=O)CN(C)C(=O)CNC(=O)c2ccc3c(c2)OCO3)cc1
  2, -2, 1, 4, -2, 2, -3, 3, 1, -1.9
- COC(=O)c1ccc(C2C(C(C)=O)=C(C)Nc3ncnn32)cc1 (centres undefined)
  0, 1, 5, 0, 3, 3, -4, 2, -8, 0.8
